MEKK2mut PB1 HTS = signal of MEK5 binding to mutant human MEKK2 PB1 domain; actives 0.35% (n = 290,000); bead flow cytometry, Alexa488-MEK5 binding to MEKK2 mutant; percent response, % at 10 µM; AID 1530; in the data active = percent response above about 24%, passing the limit was not always enough; also: inactives centre near 1; some results filed as inactive read as strong as hits; reference of the scale not given here
IDE act = activators of human insulin-degrading enzyme in cells; P14735; HEK cells, FAbeta-B cleavage, fluorescence polarization; 0% vehicle, 100% cell-free pure enzyme wells; activation, % at 5.96 µM; actives 0.073% (n = 340,000); AID 493087;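 active = activation above the mean of all tested compounds plus 3 SD, set per screening campaign, cut at about 17% in these data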
Target sequence (P14735 whole entry, looked up): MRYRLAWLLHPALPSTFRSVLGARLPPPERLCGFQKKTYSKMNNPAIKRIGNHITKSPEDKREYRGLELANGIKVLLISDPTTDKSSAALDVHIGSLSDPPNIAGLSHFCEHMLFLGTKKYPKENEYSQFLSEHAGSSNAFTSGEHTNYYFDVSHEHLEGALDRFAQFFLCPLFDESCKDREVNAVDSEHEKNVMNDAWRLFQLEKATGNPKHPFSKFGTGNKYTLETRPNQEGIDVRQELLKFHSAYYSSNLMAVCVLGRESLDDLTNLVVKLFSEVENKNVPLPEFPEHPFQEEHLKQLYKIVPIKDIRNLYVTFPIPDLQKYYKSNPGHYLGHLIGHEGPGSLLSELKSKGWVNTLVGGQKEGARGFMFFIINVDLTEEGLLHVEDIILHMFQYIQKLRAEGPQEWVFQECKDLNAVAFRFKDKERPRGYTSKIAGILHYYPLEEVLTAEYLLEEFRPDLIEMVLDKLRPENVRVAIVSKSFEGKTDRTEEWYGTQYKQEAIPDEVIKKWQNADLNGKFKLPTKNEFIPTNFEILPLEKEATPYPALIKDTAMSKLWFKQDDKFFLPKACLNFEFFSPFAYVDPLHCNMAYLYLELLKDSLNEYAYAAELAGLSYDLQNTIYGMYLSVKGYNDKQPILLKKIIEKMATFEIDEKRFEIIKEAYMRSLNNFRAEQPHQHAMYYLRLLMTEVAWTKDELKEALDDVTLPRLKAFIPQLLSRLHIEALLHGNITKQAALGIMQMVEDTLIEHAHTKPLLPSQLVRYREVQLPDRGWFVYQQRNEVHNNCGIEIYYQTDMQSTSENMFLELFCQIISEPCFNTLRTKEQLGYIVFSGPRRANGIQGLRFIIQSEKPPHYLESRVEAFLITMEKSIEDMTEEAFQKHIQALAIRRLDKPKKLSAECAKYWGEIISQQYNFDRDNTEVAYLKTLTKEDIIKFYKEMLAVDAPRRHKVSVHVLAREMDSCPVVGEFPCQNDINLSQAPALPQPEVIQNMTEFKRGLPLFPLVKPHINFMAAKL
NALP1 inh = NALP1 inhibition; AID 2071; actives 0.61% (n = 280,000); S. cerevisiae NALP1/ASC/caspase-1 growth, X-gal OD620, 72 h; inhibition, % at 10 µM; in the data active = inhibition mostly above about 24%, no sharp cut-off; inactive = mostly below about 32%; also: some compounds called inactive have numbers as strong as hits
SUMO HTRF inh = blocks human SUMOylation mediated by UBC9; AID 2006; HTRF SUMOylation assay, SAE1/SAE2 + UBC9, in vitro; inhibition, % at 35 µM; actives 0.36% (n = 290,000); in the data active = inhibition above about 50%, passing the limit was not always enough; also: strong numbers were not always called active
M18AAP inhibitor = blocks P. falciparum M18 aspartyl aminopeptidase | recombinant PfM18AAP, H-Glu-NHMec fluorogenic cleavage | inhibition, % at 7.35 µM | actives 1.2% (n = 290,000) | AID 1822;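 active = inhibition above the campaign mean inhibition over all tested compounds plus 3 SD, cut at about 28% in these data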;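 also: 0% = plate median of test compound wells and 100% = 2 mM ZnCl2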
MEKK3 PB1 HTS = modulators (inhibitors or enhancers) of MEK5 binding to human MEKK3 PB1 domain; Q99759; bead-based flow cytometry, Alexa488-MEK5 binding to MEKK3; actives lie on both sides; 0 = blocked by unlabeled MEK5, 100 = vehicle; binding response (% of control), % at 10 µM; actives 1.4% (n = 290,000); AID 1529;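 active = binding response more than 3 SD above or below the average of its plate-row segment, actives on both sides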;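 also: Alexa488 bead fluorescence after subtracting the streptavidin-only scavenger bead signal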
MEKK2wt PB1 HTS = raises or lowers MEK5 binding to wildtype human MEKK2 PB1 domain; actives 1.1% (n = 290,000); bead flow cytometry, Alexa488-MEK5 binding to MEKK2 WT; actives lie on both sides; binding response (% of control), % at 10 µM; in the data active = binding response below about 67% or above about 130%
pCIP destab = compounds decreasing mouse p/CIP protein stability | Q05BA5 | F442A p/CIP-EGFP cells, EGFP fluorescence, 16 h | decrease of EGFP signal, % at 10 µM | actives 0.01% (n = 290,000);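 active = EGFP signal decrease of at least 30% at 10 µM or well 3 SD below plate mean, unless failing retest; inactive = the rest, including hits failing retest or dose response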; also: some compounds called inactive have numbers as strong as hits; many of its hits are not listed in these tables
IDE inh = cellular human IDE inhibition | P14735 | HEK cells, FAbetaB cleavage, fluorescence polarization | inhibition, % at 5.59 µM | actives 0.41% (n = 320,000);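 active = percent inhibition above the average of all tested compounds plus 3 SD, set per screening campaign, cut at about 16% in these data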;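 also: IDE supplied by intact live HEK cells; FP after avidin binding of uncleaved biotin substrate so inhibition keeps polarization high; 0% = DMSO wells and 100% = 60 µM reference IDE inhibitor Ii1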
The depositor's hits bear a star; x = no result given; & = joins results of further samples. A portion of the library, so the mix of outcomes need not match the whole.

1: CN1C(=O)NC(NC(=O)c2ccco2)(C(F)(F)F)C1=O (stereo not given)
2: COc1ccccc1/C=C/CN1CCN(Cc2ccc(F)cc2)C(CCO)C1 (stereo not given)
3: O=C(O)C1Sc2[nH]c(=O)sc2C2c3ccc(O)cc3OC(=O)C12 (stereo not given)
4: CCOCCOC(=O)C(C)Oc1ccc(Oc2ncc(Cl)cc2Cl)cc1 (stereo not given)
5: O=C(Nc1nc2ccccc2s1)c1cnccn1
6: O=C(NCc1ccccc1)NC1(C(=O)N2CCN(c3ncccn3)CC2)CCCCC1
7: O=C(CNCc1ccc(Cl)cc1)Nc1cccc(C(=O)O)c1
8: C=CCN(C(=O)c1csnn1)C(C(=O)NC1CCCC1)c1ccccc1 (stereo not given)
9: CC(C)OC(=O)c1cccc(NC(=O)c2ccccc2)c1
10: COc1cc(NC(=O)COC(=O)CCCC2=NS(=O)(=O)c3ccccc3N2)cc(OC)c1
assay / entry	1	2	3	4	5	6	7	8	9	10
MEKK2mut PB1 HTS	-2	13	1	4	9	5	-13	7	4	0
IDE act	3	3	1	0	0	1	x	-1	1	7
NALP1 inh	10	2	-23	26	-2	14	-3	-4	-65	24
SUMO HTRF inh	21	-23	39	-5	20	11	12	-5	-11	x
M18AAP inhibitor	-2	4	38*	6	0	5	0	1	2	-4
MEKK3 PB1 HTS	97	95	84	98	109	101	87	101	102	104
MEKK2wt PB1 HTS	93	114	97	116	111	104	79	103	107	99
pCIP destab	-2	0	-18	-9	2	-4	13	-2	-28	8
IDE inh	-1	-3	12	2	-5	0	x	2	3	3

11: COc1ccc(CS(=O)(=O)CC(C)(O)c2ccccc2)cc1 (stereo not given)
12: Cc1ccc(C)c(N2CCN(C(=O)c3cc4c(C)nc5ccccc5c4o3)CC2)c1
13: CCOC(=O)c1cccc(NC(=O)Cn2c(CC(=O)NC)nc3ccccc32)c1
14: COc1ccccc1/C(C)=N/NC(=S)NCc1ccccc1
15: COc1ccc(C(=O)COC(=O)CCCn2c(=O)oc3ccccc32)cc1
16: c1ccc(COc2ccc(OCCCN3CCCC3)cc2)cc1
17: Cc1ccc2oc(C(=O)N(C)Cc3ccc(C)o3)c(C)c2c1
18: CC(C)CNC(=O)CC(NCC(C)C)C(=O)O (stereo not given)
19: O=C(c1ccccc1)N1CCc2ccccc21
20: O=C(/C=C/c1cccs1)c1ccc(NC(=O)c2ccccc2F)cc1
assay / entry	11	12	13	14	15	16	17	18	19	20
MEKK2mut PB1 HTS	3	5	3	-11	1	-1	5	-1	0	10
IDE act	2	1	4	-2	3	-2	-9	x	-2	5
NALP1 inh	-12	6	-12	-20	x	42	10	22	24	18
SUMO HTRF inh	3	-9	4	3	x	-11	8	17	-1	-7
M18AAP inhibitor	-3	-5	-3	4	3	2	-73	-7	-4	-8
MEKK3 PB1 HTS	100	103	102	61	98	104	104	106	96	98
MEKK2wt PB1 HTS	99	96	98	72	105	101	105	102	99	88
pCIP destab	-2	-12	-9	0	x	8	-4	-10	-2	-4
IDE inh	1	4	2	0	0	2	-3	-4	2	5

21: Cc1ccc(NC(=O)CN(C)C(=O)Cn2ccsc2=N)cc1
22: CCOc1ccc(/C=C/C(=O)c2ccc(-c3ccccc3)cc2)cc1
23: CCOC(=O)CN(C(=O)CSc1nnc(-c2ccc(OC)c(OC)c2)o1)c1ccc(F)cc1
24: CCC(=O)Nc1ccc(-c2nc3ccccc3c(=O)o2)cc1
25: CC(=O)Nc1sc(NC(=O)c2ccc([N+](=O)[O-])cc2)nc1-c1cccs1
26: COc1ccc(S(=O)(=O)NCC(c2cccnc2)N2CCN(C)CC2)cc1OC (stereo not given)
27: CC(C)c1cc(N2CCC(=O)NC2=O)cc(C(=O)O)c1O
28: CCN(CC)CCNC(=O)Cn1nc(Cc2cccnc2)c2ccccc2c1=O
29: COCc1cc(=O)[nH]c(Nc2nc(C)c3ccccc3n2)n1
30: CC(C)(C)NC(=O)CCN(/N=C/c1ccccc1F)C1=NS(=O)(=O)c2ccccc21
assay / entry	21	22	23	24	25	26	27	28	29	30
MEKK2mut PB1 HTS	-2	5	-8	9	-13	9	-1	6	-17	6
IDE act	3	2	0	3	2	4	0	4	4	1
NALP1 inh	4	16	20	-21	9	5	28	-2	2	10
SUMO HTRF inh	-3	4	-3	14	19	9	-8	7	19	-16
M18AAP inhibitor	3	7	-7	0	-11	1	-3	9	1	6
MEKK3 PB1 HTS	101	108	97	101	86	101	89	105	89	105
MEKK2wt PB1 HTS	106	107	92	103	84	108	94	110	77	106
pCIP destab	16	1	6	11	4	3	-6	4	-7	-4
IDE inh	3	10	-5	x	-3	5	2	4	6	-1

31: CN(NS(=O)(=O)c1cccs1)c1ncc(C(F)(F)F)cc1Cl
32: Cc1cccc(CCNC(=O)c2cc(S(=O)(=O)N3CCOCC3)cn2C)c1
33: COc1ccccc1NS(=O)(=O)c1cccc(N=C2N=C(N)c3ccccc32)c1
34: CCC12CC3CC(C1)CC(C(=O)O)(C3)C2
35: Cc1occc1C(=O)NNC(=O)C1CC1
36: C=CCn1c(=N)c(S(=O)(=O)c2ccc(C)c(C)c2)cc2c(=O)n3ccccc3nc21
37: COc1cc(OC)c(C2CC(=O)N3CN(C)CSC3=C2C#N)cc1OC (stereo not given)
38: CCc1ccc(C(C)NC(=S)NC2CCCCC2)cc1 (stereo not given)
39: CCn1c(SCC(=O)N/N=C/C=C\c2ccccc2[N+](=O)[O-])nnc1-c1ccccc1
40: CCOc1ccccc1CNC(=O)CNC(=O)c1cccs1
assay / entry	31	32	33	34	35	36	37	38	39	40
MEKK2mut PB1 HTS	8	0	-11	-2	-5	7	-4	2	-2	-2
IDE act	5	3	1	-1	7	1	-9	-6	8	-1
NALP1 inh	0	12	19	21	20	-8	-24	1	-4	16
SUMO HTRF inh	0	-1	14	26	15	8	8	-5	-10	23
M18AAP inhibitor	-4	-2	1	-11	-2	-1	19	-2	7	-12
MEKK3 PB1 HTS	104	97	96	96	100	103	99	102	100	99
MEKK2wt PB1 HTS	109	99	95	100	95	101	91	105	95	98
pCIP destab	0	5	2	-7	1	-7	-13	-11	-5	3
IDE inh	2	1	3	2	3	7	0	x	-3	0

41: O=c1[nH]c(CN2CCN(c3ccccc3Cl)CC2)nc2ccsc12
42: CC(C)(C)c1nnc(NC(=O)CCS(=O)(=O)Cc2ccccc2)s1
43: CCN(CC)Cc1cc(Nc2ccnc3cc(Cl)ccc23)ccc1O
44: COCCNC(=O)Cc1ccc(F)cc1
45: O=C(CCCn1cnc2ccccc2c1=O)Nc1ccccc1F
46: Cn1ccnc1SCC(=O)Nc1ccc2c(c1)OC(F)(F)O2
47: CCOC(=O)C1=C(C)N(CCCC(=O)O)C(=O)NC1c1ccc2ccccc2c1 (stereo not given)
48: O=C(NCC1CCCN(Cc2ccccc2F)C1)c1cccc(C(F)(F)F)c1 (stereo not given)
49: CCOC(=O)CN1CC23C=CC(O2)C(C(=O)N2CCN(c4ccc(F)cc4)CC2)C3C1=O (stereo not given)
50: CCSc1ncccc1-c1nc2ccccc2[nH]1
assay / entry	41	42	43	44	45	46	47	48	49	50
MEKK2mut PB1 HTS	7	0	10	0	3	-3	5	2	5	-4
IDE act	-5	0	1&-5	-1	2	x	0	2	2	-4
NALP1 inh	12	-13	4	28	1	5	x	6	18	45
SUMO HTRF inh	-5	-3	-6	-2	10	13	x	-15	4	14
M18AAP inhibitor	3	3	0	3	-3	-7	x	7	2	-9
MEKK3 PB1 HTS	106	101	100	102	99	100	102	100	98	93
MEKK2wt PB1 HTS	105	100	122	99	104	99	101	102	106	95
pCIP destab	8	-2	1	-10	-10	-22	x	1	-11	-2
IDE inh	1	2	5&4	3	2	-3	-2	8	0	6

Another view of part of the listing above.
Second line of a record: MEKK2mut PB1 HTS	IDE act	NALP1 inh	SUMO HTRF inh	M18AAP inhibitor	MEKK3 PB1 HTS	MEKK2wt PB1 HTS	pCIP destab	IDE inh
(41) O=c1[nH]c(CN2CCN(c3ccccc3Cl)CC2)nc2ccsc12
 : 7	-5	12	-5	3	106	105	8	1
(42) CC(C)(C)c1nnc(NC(=O)CCS(=O)(=O)Cc2ccccc2)s1
 : 0	0	-13	-3	3	101	100	-2	2
(43) CCN(CC)Cc1cc(Nc2ccnc3cc(Cl)ccc23)ccc1O
 : 10	1&-5	4	-6	0	100	122	1	5&4
(44) COCCNC(=O)Cc1ccc(F)cc1
 : 0	-1	28	-2	3	102	99	-10	3
(45) O=C(CCCn1cnc2ccccc2c1=O)Nc1ccccc1F
 : 3	2	1	10	-3	99	104	-10	2
(46) Cn1ccnc1SCC(=O)Nc1ccc2c(c1)OC(F)(F)O2
 : -3	x	5	13	-7	100	99	-22	-3
(47) CCOC(=O)C1=C(C)N(CCCC(=O)O)C(=O)NC1c1ccc2ccccc2c1 (stereo not given)
 : 5	0	x	x	x	102	101	x	-2
(48) O=C(NCC1CCCN(Cc2ccccc2F)C1)c1cccc(C(F)(F)F)c1 (stereo not given)
 : 2	2	6	-15	7	100	102	1	8
(49) CCOC(=O)CN1CC23C=CC(O2)C(C(=O)N2CCN(c4ccc(F)cc4)CC2)C3C1=O (stereo not given)
 : 5	2	18	4	2	98	106	-11	0
(50) CCSc1ncccc1-c1nc2ccccc2[nH]1
 : -4	-4	45	14	-9	93	95	-2	6

Next part:
51: CCOC(=O)Cn1cnc2c(cnn2-c2ccc(Cl)cc2)c1=O
52: CC(Cc1cccs1)NC(=O)CCCn1nnnc1CN1CCOCC1 (stereo not given)
53: CCOC(=O)c1cc(-c2ccccc2)sc1NC(=O)C(C)OC(=O)c1cccnc1Cl (stereo not given)
54: O=C(N/N=C/c1ccncc1)c1ccc(NS(=O)(=O)c2cccs2)cc1
55: CC1CCCN(S(=O)(=O)c2ccc(S(=O)(=O)N3CCC4(CC3)OCCO4)cc2)C1 (stereo not given)
56: O=C(NCCCN=C1NS(=O)(=O)c2ccccc21)c1ccco1
57: Cc1ccc(NC(=O)C2CCN(C(=O)[C@@H]3Cc4ccccc4CN3)CC2)cc1
58: O=C(Nc1ccc(F)cc1)c1cc(-c2ccncc2)nc2c(Cl)cccc12
59: COc1ccc(F)cc1C(=O)C1CCCN(C(=O)C2=C(C)OCCO2)C1 (stereo not given)
60: CCN(CC)CCNC(=O)Cn1cnc2sc(C)c(S(=O)(=O)N3CCC(C)CC3)c2c1=O
61: CN(C(=O)c1c(Cl)cnn1C)C12CC3CC(CC(C3)C1)C2
62: O=C(COc1ccc2ccccc2c1)N1CCN(C(=O)c2ccco2)CC1
assay / entry	51	52	53	54	55	56	57	58	59	60	61	62
MEKK2mut PB1 HTS	7	4	0	-3	1	-3	-1	-8	1	-4	3	12
IDE act	4	4	0	6	-2	6	4	4	1	2	1	2
NALP1 inh	-10	13	24	-14	18	-6	31	13	5	19	23	-9
SUMO HTRF inh	4	-4	-1	-6	2	-29	-2	12	3	1	1	4
M18AAP inhibitor	0	2	5	-7	-5	-4	4	-1	-5	-1	-12	-6
MEKK3 PB1 HTS	104	100	101	103	103	65	97	94	101	101	104	107
MEKK2wt PB1 HTS	100	102	97	95	102	101	104	97	102	102	109	107
pCIP destab	-3	-6	-3	-3	-2	-4	-5	9	4	10	-6	7
IDE inh	-3	4	-5	4	-1	1	1	-8	1	-3	8	2
